# zVAD death inh = blocks zVAD induced death of L929 cells; 220,000 tested, 0.38% active; L929 zVAD necroptosis rescue, ATP luminescence, 24 h; with zVAD 60 µM; AID 1377; viability rescue, % at 10 µM;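 active means activation, scaled between plate controls, above about 75%, limit read from the data; inactive means activation under that limit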;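 further: 0% = zVAD with DMSO and 100% = DMSO alone without zVAD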
# Runt-CBFb FRET = Runt domain-CBFb interaction inhibition | Q01196+Q13951 | Cerulean-Runt/Venus-CBFb FRET ratio 530/480, 1 h | inhibition, % at 20 µM | 220,000 tested, 0.46% active | AID 1496;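 active means inhibition over about 50% at 20 µM in the single-dose screen, limit read from the data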;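 further: 0% = DMSO wells and 100% = excess unlabeled CBFb competitor control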
# Target sequence (Q01196 whole entry, looked up, the tested form may be a part): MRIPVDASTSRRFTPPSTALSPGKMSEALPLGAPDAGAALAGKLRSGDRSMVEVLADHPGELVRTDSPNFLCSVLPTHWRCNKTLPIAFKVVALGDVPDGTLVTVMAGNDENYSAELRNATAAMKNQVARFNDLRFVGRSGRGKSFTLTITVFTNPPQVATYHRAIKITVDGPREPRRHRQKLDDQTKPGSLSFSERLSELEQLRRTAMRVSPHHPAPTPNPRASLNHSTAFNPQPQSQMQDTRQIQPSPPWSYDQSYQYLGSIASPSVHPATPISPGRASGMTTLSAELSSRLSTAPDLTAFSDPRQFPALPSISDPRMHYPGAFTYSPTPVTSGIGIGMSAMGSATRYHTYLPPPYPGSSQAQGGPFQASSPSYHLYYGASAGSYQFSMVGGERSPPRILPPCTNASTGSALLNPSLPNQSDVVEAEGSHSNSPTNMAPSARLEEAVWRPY
# Target sequence (Q13951 whole entry, looked up, the tested form may be a part): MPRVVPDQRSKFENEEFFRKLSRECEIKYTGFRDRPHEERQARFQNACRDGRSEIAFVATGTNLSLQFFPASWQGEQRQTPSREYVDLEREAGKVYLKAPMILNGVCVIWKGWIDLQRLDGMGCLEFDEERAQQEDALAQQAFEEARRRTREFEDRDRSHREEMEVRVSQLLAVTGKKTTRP
#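 test system = Cerulean-tagged RUNX1 Runt domain (FRET donor) fusion protein | reagent = Venus-CBFb binding partner, 100 nM | incubation = protein complex preformed 1 h, compound exposure 1 h, room temperature, dark | detection = FRET fluorescence | read-out basis = loss of energy transfer signal | controls = 5 µM unlabeled CBFb as full-inhibition high control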
# 14-3-3 Bad inh = disrupts binding of bovine 14-3-3 zeta to phospho-Bad peptide | P63103 | TR-FRET 14-3-3zeta/Dy647-pBad peptide displacement, 1 h | inhibition, % at 21.7 µM | 220,000 tested, 0.71% active | AID 781;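 active means inhibition above about 70%, limit read from the data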;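 further: 0% = full 14-3-3 plus peptide FRET controls and 100% = background without 14-3-3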
# Runt-SMMHC FRET = Runt domain-CBFb-SMMHC interaction inhibition | 220,000 tested, 0.74% active | Q01196+Q13951 | Cerulean-Runt/Venus-CBFb-SMMHC FRET ratio 530/480, 1 h | inhibition, % at 20 µM;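 active means mean inhibition across duplicate retests at 20 µM reaching about 50%, limit read from the data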;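 further: 0% = DMSO wells and 100% = wells with excess untagged CBFb-SMMHC; inhibitors lower the FRET ratio by blocking Runt binding to CBFb-SMMHC; some results filed as inactive read as strong as hits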
# EBV gp42 inh = EBV gp42 inhibition; 220,000 tested, 0.42% active; inhibition, % (tested at 21.74 µM); AID 1085; Q1HVG2; Fluorescence polarization binding assay, mP read-out; in the data active means inhibition above about 50%
# Target sequence (Q1HVG2 whole entry, looked up): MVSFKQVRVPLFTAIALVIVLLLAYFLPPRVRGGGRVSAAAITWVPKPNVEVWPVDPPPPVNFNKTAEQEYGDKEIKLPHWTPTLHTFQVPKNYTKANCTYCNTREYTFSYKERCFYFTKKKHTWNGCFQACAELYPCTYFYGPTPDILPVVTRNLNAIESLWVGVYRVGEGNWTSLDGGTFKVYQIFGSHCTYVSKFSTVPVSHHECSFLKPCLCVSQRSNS
# TbHK1 inh = blocks Trypanosoma brucei hexokinase 1 activity; recombinant TbHK1, G6PDH-coupled NADH A340; inhibition, % at 10 µM; 220,000 tested, 0.11% active; AID 1430;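 active means inhibition of 50% or more in the single-dose primary screen; inactive means inhibition below 50%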
# Hck-Nef inh = human Hck-Nef kinase inhibition; Recombinant Hck-YEEI plus Nef, Z-Lyte FRET kinase assay; 220,000 tested, 0.68% active; AID 463187; P08631; inhibition, % at 20 µM;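 active means Hck-Nef kinase inhibition above about 50%, limit read from the data; inactive means inhibition below that limit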;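 further: 0% = DMSO with Hck plus Nef and 100% = Hck alone without Nef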
# MDM2 E3 inh = inhibitors of human Mdm2 E3 ubiquitin ligase | Q00987 | cell-based MDM2 ubiquitination luciferase reporter, 2 h; 0 = plate control, 100 = twice control, blank-subtracted | signal enhancement, % at 5 µM | 210,000 tested, 0.11% active | AID 1230;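 active means signal enhancement of 30% or more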;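 further: luminescence tracks abundance of the self-degrading MDM2-luciferase fusion protein; higher signal means inhibition of MDM2 E3 ligase activity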
#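 system = mammalian cells stably expressing self-ubiquitinating, self-degrading MDM2 E3–luciferase fusion | quantity = 2000 cells per well seeded | incubation = 4 h cell settling then 2 h compound exposure, 37 °C | signal = SteadyLite luminescence, 15 min reagent step | benchmarks = plate control and blank wells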
# p47phox inh = inhibitors of human p47phox binding | P14598 | p47phox/p22phox peptide binding, fluorescence polarization, 2 h | inhibition, % at 24.7 µM | 220,000 tested, 0.53% active;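 active means inhibition above about 30%, limit read from the data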;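 further: 0% = p47phox with labelled peptide and 100% = labelled peptide alone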
# Numbers without * were called inactive; · = not tested or not shown; & = joins results of further samples; [ ] = dose if it differs, or a comment.
SMILES,zVAD death inh,Runt-CBFb FRET,14-3-3 Bad inh,Runt-SMMHC FRET,EBV gp42 inh,TbHK1 inh,Hck-Nef inh,MDM2 E3 inh,p47phox inh
CC(C)(C)c1[nH]nc2c1C(c1ccco1)C(C#N)=C(N)O2 (stereo not given),0.6,0,-8,3,11,-8,-10,-13,-5
CCn1c(SCC(=O)NC2CCCCC2)nnc1-c1cc2cccc(OC)c2o1,2.0,-2,-3,-2,-20,1,1,-2,-8
Cc1ccnc(NC(=O)COC(=O)C23CC4CC(CC(C4)C2)C3)n1,2.7,0,2,-4,4,-1,11,-8,2
C=C(c1cccc2ccccc12)P(=O)(O)O,0.1,1,27,-5,-15,-2,1,-4,-11
COc1cccc(NC(=S)N(CCCN2CCCC2)Cc2cccn2Cc2ccc(Cl)cc2)c1,-0.2,0,2,4,-2,8,-9,-24,-10
Cc1cc(N2CCOCC2)nc(SCC(=O)OCc2ccccc2)n1,0.4,0,9,-4,-5,-8,6,-2,0
CCCCCOC(=O)c1ccc(NC(=O)c2ccco2)cc1,0.4,-6,6,-8,-6,11,0,-4,-8
Cc1cc2oc(=O)c3c(c2cc1OCc1nn[nH]n1)CCCC3,0.5,-1,29,-5,-13,2,1,0,-6
COC(=O)c1c(-c2ccc(C)cc2)csc1NC(=O)Cc1ccc(OC)c(OC)c1,0.8,-3,-18,-3,10,-15,5,-31,-56
COc1cccc(CC(=O)N2CCN(c3ccccc3[N+](=O)[O-])CC2)c1,-1.2,-3,-2,-5,19,-6,17,5,-1
Cc1ccc(NC(=O)CN2CCc3ccccc3C2)cc1,0.0,1,14,-1,-4,-8,3,-10,-12
CN1CCN(S(=O)(=O)c2cccc(C(=O)NC3CCCc4ccccc43)c2)CC1 (stereo not given),-2.3,1,-2,-1,-5,1,-3,0,-19
Cc1cccc(NC(=O)CSc2nnc(CNC(=O)c3ccc(S(=O)(=O)N(C)C)cc3)n2-c2ccccc2)c1,2.3,-6,-24[fluorescence artefact?],2,-15,32,3,-4,-6
C=CCN1C(=O)CN=C1Nc1cc(C)ccc1C,0.2,6,49[fluorescence artefact?],-2,-11,3,0,-8,-8
Cc1c(Br)c([N+](=O)[O-])nn1CC(=O)Nc1ccc(Cc2ccncc2)cc1,·,-2,3[fluorescence artefact?],-1,9,-7,-3,2,-12
CCOC(=O)c1cnc2ccc(OC)cc2c1Nc1ccc2c(c1)OCCO2,33,-2,12,-2,3,-11,25,4,-17
COc1ccc(C(=O)Cn2nnc(-c3ccccc3NC(=O)C(F)(F)F)n2)cc1,0.9,-2,-10[fluorescence artefact?],2,-3,-1,4,-18,-26
O=C(C[n+]1ccccc1)c1ccc(-c2ccccc2)cc1,0.9,-1,-1,-1,5,-2,14,-8,-1
Cc1ccc(NC(=S)N2CCN(C(=O)C3CCCO3)CC2)cc1 (stereo not given),1.1,-2,-5[fluorescence artefact?],-2,4,6,-3,-20,-3
CN(C)c1ccc(NC(=O)Nc2ccc3snnc3c2)cc1,-0.5,1,3,5,-24,1,0,-29,1
CC(=O)c1cnc(Nc2ccccc2)s1,62,2,5,0,-23,-51,3,-84,-24
O=C1c2ccccc2C(Nc2ccc3c(c2)OCCO3)N1Cc1ccc2c(c1)OCO2 (stereo not given),-0.3,0,-3,1,-10,-5,18,-12,-21
CCCC(=O)Nc1cc(-c2nc3ncccc3o2)ccc1C,0.3,0,-5,5,-21,2,4,0,1
C=CCOC(=O)C1=C(C)N(C)C(=O)NC1c1cc2c(cc1Br)OCO2 (stereo not given),-0.3,-1,2,1,-19,-5,-5,-11,-8
O=C(CCCN1CCC(O)(c2ccc(Cl)cc2)CC1)c1ccc(F)cc1,3.6,0&0,-9&2,5&-1,-7&-7,2,-8,·,2&-8
COc1cc(CN(C)Cc2cc(=O)n3ccsc3n2)ccc1OC(F)F,-0.4,1,-3,2,-15,0,28,-11,-1
CC1CCC(Nc2nnnn2-c2ccccc2)CC1 (stereo not given),0.0,·,-5,2,-1,-3,0,-2,-4
C#CCn1c(=NC(=O)c2ccc(S(=O)(=O)N3CCCc4ccccc43)cc2)sc2cc(S(N)(=O)=O)ccc21,0.0,-6,-14[fluorescence artefact?],-2,-23,-19,2,-7,-33
Nc1c(Cl)cc(S(N)(=O)=O)cc1S(N)(=O)=O,0.7,0,3,2,-2,-5,20,-12,-1
Cc1nc2nc(SCC(=O)N3CCOCC3)nn2c(C)c1Cc1c(F)cccc1Cl,-0.2,3,-3,4,1,-3,-3,-3,2
O=C(NC12CC3CC(CC(C3)C1)C2)C1CC(=O)N(c2ccccc2)C1 (stereo not given),0.9,-1,0[fluorescence artefact?],1,1,1,8,-7,1
COc1nc(-c2ccccc2)ccc1-c1noc(-c2cccnc2)n1,3.4,1,30,-2,-22,-21,0,-8,5
O=C(Nc1ccccc1C(=O)NCCCn1ccnc1)c1ccccc1,1.1,2,-13,-1,-18,1,1,-10,-3
CCOC(=O)c1ccc(N2Cc3ccccc3C2=NC(=O)c2cccs2)cc1,2.0,0,4[fluorescence artefact?],-1,0,-10,1,-4,-10
Cc1ccc(/C=N/Nc2nnc(Cl)c3ccccc23)cc1,·,-4,-10[fluorescence artefact?],2,3,-5,-12,-21,-11
COC(=O)c1ccccc1NC(=S)NC(=O)c1ccc2ccccc2c1,0.7,6,-6,5,-7,23,22,-7,-46
CCOC(=O)c1c(C)nc(-c2ccccc2)nc1N,0.3,1,9,2,7,2,-1,-19,-2
COc1ccc(N2CCN(c3oc(-c4ccc(OC)c(OC)c4)nc3C#N)CC2)cc1,0.6,-1,-12[fluorescence artefact?],-3,-8,-4,-1,-4,1
C/C(CCC1CC(C)OC1=O)=N/Nc1nc(-c2ccccc2)cs1 (stereo not given),0.5,10,-10,5,5,-13,1,5,0
O=C(Nc1cccc(NC(=O)c2cccs2)c1)c1ccc2c(c1)OCCO2,1.8,0,-8,5,-17,2,23,-14,-28
Cn1cc(S(=O)(=O)Nc2cccc(F)c2)c(=O)n(C)c1=O,0.5,0,-1[fluorescence artefact?],2,0,-7,1,-2,-17
C(=N\N1CCOCC1)/c1nc(-c2ccccc2)n2ccccc12,4.7,0,-18,-4,62*,-22,26,-27,-4
CC(C)NC(=O)CSc1nnc(-c2ccc(S(=O)(=O)N3CCCC3)cc2)n1CC1CCCO1 (stereo not given),0.3,3,-10,0,-21,7,2,-3,-21
CCOc1cc(NC(=O)c2ccco2)c(OCC)cc1NC(=O)Cc1ccc(OC)c(OC)c1,1.1,0,4,-3,-25,-7,-2,-18,8
COc1ccccc1CNc1ccc(N2CCCCC2)cc1,0.4,0,-6[fluorescence artefact?],-1,-1,7,0,-2,0
CSC1=N/C(=C\c2ccc(F)cc2)C(=O)S1,0.9,0,-8[fluorescence artefact?],-4,-8,-6,1,-19,-14
Cc1nn(-c2ccccc2)c(N2CCCC2)c1/C=N/n1cnc2scc(-c3ccccc3)c2c1=O,0.8,-2,0[fluorescence artefact?],3,-18,8,27,-22,-13
CN(C)S(=O)(=O)c1cccc(C(=O)Nc2ccccc2)c1,12,1,-2,-8,-13,3,5,-4,0
S=C(NCCCc1ccccc1)Nc1ccc(Cl)cc1,0.6,0,-17,4,-2,38,1,-15,-24
Cc1cc(C)c(NC(=O)C2CSCCS2)c(C)c1 (stereo not given),-0.2,1,2,-9,-2,-2,0,·,-6
O=c1c2ccccc2c(C=NC2CCN(Cc3ccccc3)CC2)c(O)n1Cc1ccc2c(c1)OCO2,2.9,-1,0,-6,-24,-1,0,-8,-174
O=C(CCN1CCc2ccccc21)c1ccc2c(c1)OCCO2,1.3,4,17,6,-16,4,7,-18,9
O=C1c2ccccc2C(=O)N1CCCc1c[nH]c2ccc(Cl)cc12,2.7,-1,-4[fluorescence artefact?],-1,-12,1,1,-6,-37
COc1ccc(CNC(=O)C(NC(C)=O)C(=O)Nc2ccc(OC)cc2)cc1 (stereo not given),-0.3,-3,15,0,-1,-1,2,-8,5
Cc1ccccc1CN(C)CC(=O)Nc1ccccc1Oc1ccccc1,0.5,-3,35,1,-7,9,5,-1,0
NC(=O)CCSC(=S)N1CCOCC1,0.8,0,-9,-6,12,-2,-33,-2,-3
COC(=O)c1cc(Nc2cc(C)nc3ncnn23)cc(C(=O)OC)c1,·,-1,2,0,5,-2,-1,·,-4
COc1ccc(OC)c(-n2cnc3cc(C(=O)NCCCN4CCOCC4)ccc32)c1,1.0,-1,2,-2,-18,4,8,-33,-23
COc1ccc(CNC(=O)c2cccs2)cc1,1.7,1,6,-2,-11,5,2,-8,-1

# 11 compounds from above, sorted by molecular weight, ascending:
SMILES,zVAD death inh,Runt-CBFb FRET,14-3-3 Bad inh,Runt-SMMHC FRET,EBV gp42 inh,TbHK1 inh,Hck-Nef inh,MDM2 E3 inh,p47phox inh
COc1ccc(CNC(=O)c2cccs2)cc1,1.7,1,6,-2,-11,5,2,-8,-1
CSC1=N/C(=C\c2ccc(F)cc2)C(=O)S1,0.9,0,-8[fluorescence artefact?],-4,-8,-6,1,-19,-14
CN(C)S(=O)(=O)c1cccc(C(=O)Nc2ccccc2)c1,12,1,-2,-8,-13,3,5,-4,0
S=C(NCCCc1ccccc1)Nc1ccc(Cl)cc1,0.6,0,-17,4,-2,38,1,-15,-24
O=C(CCN1CCc2ccccc21)c1ccc2c(c1)OCCO2,1.3,4,17,6,-16,4,7,-18,9
O=C1c2ccccc2C(=O)N1CCCc1c[nH]c2ccc(Cl)cc12,2.7,-1,-4[fluorescence artefact?],-1,-12,1,1,-6,-37
COC(=O)c1cc(Nc2cc(C)nc3ncnn23)cc(C(=O)OC)c1,·,-1,2,0,5,-2,-1,·,-4
COc1ccc(CNC(=O)C(NC(C)=O)C(=O)Nc2ccc(OC)cc2)cc1 (stereo not given),-0.3,-3,15,0,-1,-1,2,-8,5
COc1ccc(OC)c(-n2cnc3cc(C(=O)NCCCN4CCOCC4)ccc32)c1,1.0,-1,2,-2,-18,4,8,-33,-23
Cc1nn(-c2ccccc2)c(N2CCCC2)c1/C=N/n1cnc2scc(-c3ccccc3)c2c1=O,0.8,-2,0[fluorescence artefact?],3,-18,8,27,-22,-13
O=c1c2ccccc2c(C=NC2CCN(Cc3ccccc3)CC2)c(O)n1Cc1ccc2c(c1)OCO2,2.9,-1,0,-6,-24,-1,0,-8,-174

# Compound activity deposited in PubChem by several laboratories.
